PMI inhibition – human PMI inhibitors, high substrate, primary screen, biochemical, fluorescence intensity, high mannose 6-phosphate (AID 1220); inhibition, % at 20 µM, or IC50 in µM where a hit was titrated; recombinant PMI enzyme, coupled fluorescence intensity; higher % means a stronger effect; 190,000 compounds, 0.66% hits; Mannose-6-phosphate isomerase (Homo sapiens)
P. falciparum M1AAP – P. falciparum M1AAP inhibitors, biochemical, fluorogenic H-Leu-NHMec substrate, 1536-well (AID 1445) | Aminopeptidase N (Plasmodium falciparum (isolate 3D7)) | recombinant M1AAP, H-Leu-NHMec fluorogenic kinetic assay; higher % means a stronger effect | one-dose inhibition, % at 30 µM; IC50 in µM for titrated hits | 220,000 compounds, 0.42% hits;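 active = primary inhibition above the hit cutoff, then over 50% inhibition at one or more dose response concentrations, cut at about 23% in these data, passing the limit was not always enough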;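 note: plate controls were DMSO full reaction for no effect and no enzyme background for full effect; strong numbers were not always called active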
PMI inhibitors – inhibitors of human PMI, primary screen, biochemical, fluorescence intensity, coupled assay (AID 1209). Mannose-6-phosphate isomerase (Homo sapiens). purified PMI enzyme, coupled fluorescence intensity; higher % means a stronger effect. one-dose inhibition, % at 20 µM; IC50 in µM for titrated hits. 190,000 compounds, 0.42% hits;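 note: plate controls were DMSO vehicle for no effect and wells lacking substrate for full effect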
XIAP antagonists – XIAP antagonists, biochemical, IAP family, fluorescence polarization (AID 1018); XIAP BIR domain, fluorescence polarization peptide displacement; higher % means a stronger effect; displacement, % at 20 µM, or IC50 in µM where a hit was titrated; 200,000 compounds, 0.007% hits; in the data active = displacement above about 50%; note: a part of the inactive calls stands beside numbers as strong as those of hits
P. falciparum M17LAP – P. falciparum M17LAP inhibitors, primary screen, biochemical, fluorogenic H-Leu-NHMec substrate, 1536-well (AID 1619) | Leucine aminopeptidase (Plasmodium falciparum (isolate 3D7)) | recombinant M17LAP, H-Leu-NHMec fluorogenic kinetic assay; higher % means a stronger effect | inhibition, % at 30 µM; hits with a dose series show IC50 in µM | 220,000 compounds, 0.38% hits;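 active = compound inhibiting the enzyme by more than half at any dose during confirmatory dose-response retesting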;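 note: plate controls were full reaction with DMSO carrier for no effect and no enzyme background for full effect; strong numbers were not always called active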
LYP phosphatase – inhibitors of LYP phosphatase, biochemical, fluorescence intensity, uHTS (AID 1779) | Tyrosine-protein phosphatase non-receptor type 22 (Homo sapiens) | recombinant LYP phosphatase, fluorescence intensity; higher % means a stronger effect | inhibition, % at 11.5 µM; hits with a dose series show IC50 in µM | 290,000 compounds, 0.054% hits;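 note: plate controls were vehicle with enzyme for no effect and no enzyme for full effect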
Myeloid diff MLP – induction of myeloid progenitor differentiation, primary screen, cell-based, flow cytometry, MLPCN library; ER-HoxA9 myeloid progenitors, lysozyme-GFP differentiation; calls only at 10 µM; 360,000 compounds, 1% hits;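 active = normalized GFP-positive differentiation at or above the plate's own cutoff, the solvent-only control mean plus 3 SD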;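 note: cells exposed to compound for four days before flow analysis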
CSM14.1 death rescue – rescue of cells from ER stress-induced death, primary screen, 384-well, CSM14.1, thapsigargin, ATP luminescence (AID 1222); CSM14.1 thapsigargin-induced death rescue, ATP luminescence; higher % means a stronger effect; cellular ATP content (survival), % at 20 µM, or EC50 in µM where a hit was titrated; 190,000 tested, under 10 active;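 active = EC50 below 50 µM in the dose-response confirmation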;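 note: death triggered by thapsigargin at about 15 µM added after 2 h compound pretreatment; cell ATP read after overnight thapsigargin exposure of roughly 18 to 22 hours; normalized against plate controls of thapsigargin alone and 5% DMSO vehicle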
TNAP activation fold – human TNAP enzyme activators, primary screen, biochemical, luminescent, no phosphate acceptor, uHTS (AID 1001) | 200,000 compounds, 0.03% hits | purified TNAP, luminescent activation assay, no phosphate acceptor; higher activation fold means a stronger effect | one-dose activation fold at 20 µM; EC50 in µM for titrated hits | Alkaline phosphatase, tissue-nonspecific isozyme (Homo sapiens); in the data active = activation fold from about 3, or a potency from the dose series; inactive = the rest, 99 in 100 with activation fold below about 1.6; note: many of its hits are not listed in these tables
Myeloid diff MLP GFP+ MAC1+ % – also measured in Myeloid diff MLP; calls as there; GFP+ MAC1+ double positive, %; measured here: differentiation confirmed by MAC1 staining
* marks the source's active call; other numbers are inactive results; i = inactive; . = not tested or not shown. Cut-off read from the data, not from the text of the source, unless noted: active = inhibition above about 50%; inactive = the rest.

Sequence of screens – P. falciparum M17LAP, CSM14.1 death rescue, XIAP antagonists, Myeloid diff MLP GFP+ MAC1+ %, Myeloid diff MLP, LYP phosphatase, P. falciparum M1AAP, PMI inhibitors, PMI inhibition, TNAP activation fold
#1 CCOC(=O)CNC(c1ccccc1)c1cc(Br)ccc1NC(=O)CCN1CCOCC1 (stereo not drawn)
→ -4%, -0.2%, -2.6%, 0.2, i, 2%, 1%, 25%, 14%, 1.1
#2 COc1cccc(C(=O)Oc2ccc(N3C(=O)CCC3=O)c(C)c2)c1
→ 10%, -1.9%, -2.4%, 0.9, i, -4%, 6%, 3%, 8%, 1.1
#3 CCOC(=O)C1CCCN(Cc2c(F)cccc2Cl)C1 (stereo not drawn)
→ -1%, -0.4%, -6.6%, 1.1, i, -9%, -3%, 9%, 1%, 1.1
#4 CCCCC(=O)N/N=C/c1cc([N+](=O)[O-])ccc1N1CCOCC1
→ 17%, -3.3%, -3.3%, 0.6, i, -8%, 8%, -7%, -1%, 1.1
#5 O=c1nc2n(c3cccc(Cl)c13)CCCCC2
→ 4%, -1.8%, -3.3%, 0.1, i, -4%, 1%, 2%, 7%, 1.1
#6 COc1ccc(-c2csc(NCc3ccco3)n2)cc1
→ -6%, -6.5%, -2.6%, 0.9, i, 3%, 35%, 4%, -2%, 1.2
#7 O=C(CN1CCCCC1)N/N=C/c1ccccc1OCc1ccccc1
→ 16%, -1.9%, 0.8%, 0.5, i, -4%, -2%, 8%, 6%, 1
#8 Cn1c(CBr)c(C(=O)c2ccc([N+](=O)[O-])cc2)c(=O)n(C)c1=O
→ 18%, ., ., 0.4, i, 0%, 5%, ., ., .
#9 O=C(COc1ccccc1C(=O)Nc1ccccc1)c1ccc(Br)cc1
→ -2%, -1.5%, -1.4%, 0.4, i, -2%, 0%, 10%, 6%, 1.2
#10 c1ccc2sc(SCc3ccc(-c4nnco4)cc3)nc2c1
→ 1%, -2.4%, -4.1%, 0.0, i, 0%, -3%, 8%, 9%, 1.1
#11 O=C(CN1CCCCCC1)N/N=C/c1cccc(Cl)c1
→ 29%, -2.4%, -3.2%, 0.2, i, -5%, 8%, -4%, -11%, 0.9
#12 Cc1ccc(-c2nn3c(C)nnc3c3ccccc23)cc1S(=O)(=O)NCCO
→ -3%, 0.6%, -1.7%, 0.3, i, -4%, -6%, -1%, -6%, 1.1
#13 CCCN(CCC)CCCNC(=O)C1c2cc(OC)c(OC)cc2C(=O)N(C)C1c1cccnc1 (stereo not drawn)
→ -7%, -0.9%, -2.1%, 0.6, i, -4%, 14%, -1%, -3%, 1.1
#14 Cn1c(=O)c2c(ncn2CCC(=O)N/N=C/c2ccccc2)n(C)c1=O
→ 10%, ., ., 0.8, i, -5%, 1%, ., ., .
#15 O=C1CCN(S(=O)(=O)c2ccccc2)CCN1CCOCc1ccccc1
→ -14%, ., ., 1.2, i, -10%, -6%, ., ., .
#16 O=C(Nc1ccc(S(=O)(=O)N2CCOCC2)cc1)c1cc(-c2cc(Cl)ccc2O)n[nH]1
→ -5%, ., ., 0.1, i, -1%, -7%, ., ., .
#17 COc1ccc(CCNc2oc(-c3ccccc3OC)nc2C#N)cc1OC
→ -17%, -2.2%, -0.2%, 0.4, i, 1%, 1%, 16%, 17%, 1.1
#18 CCCCC(=O)Nc1ncc(Br)s1
→ 4%, -0.1%, -6.7%, 1.8, i, -3%, 0%, 4%, 3%, 1.1
#19 COC(=O)CC1C(=O)NCCN1Cc1cn(-c2ccc(C)cc2)nc1-c1cccc(C)c1 (stereo not drawn)
→ 0%, -0.7%, -10%, 1.0, i, -5%, -1%, 14%, 53%*, 1.1
#20 C[N+]1(CC(=O)Nc2ccccc2Cl)CCN(C(=O)c2cccs2)CC1
→ -1%, 0.3%, -7.1%, 1.1, i, 2%, 10%, 10%, 15%, 1.1
#21 C=CCn1c(C)nnc1SCC(=O)N1CCN(S(=O)(=O)c2ccccc2)CC1
→ -3%, ., ., 0.1, i, -5%, -8%, ., ., .
#22 Cn1ncc(Br)c1C(=O)NC(=S)N1CCN(c2ccccn2)CC1
→ -5%, -1.7%, -4.1%, 0.3, i, -6%, 3%, 7%, 7%, 1
#23 CN(C(=O)CSc1nncc2ccccc12)C1CCCCC1
→ 11%, -1.5%, -6.5%, 0.5, i, 0%, 4%, -1%, 8%, 1.1
#24 Cn1nnnc1SCc1nnc(-c2ccc(Cl)cc2)o1
→ -6%, -0.5%, -4.9%, 1.0, i, -9%, 4%, 1%, -5%, 1.1
#25 COCCOc1cc(N(CC(=O)N(C)C)S(=O)(=O)c2ccccc2)c(Cl)cc1Cl
→ -5%, -0.7%, -2.9%, 0.2, i, -6%, 1%, 6%, 4%, 1.1
#26 CC(C)[N+](C)(CCOC(=O)C1c2ccccc2Oc2ccccc21)C(C)C
→ -5%, -0.7%, -0.2%, 2.3, i, -6%, 0%, -12%, -18%, 1.1
#27 COC(=O)C(CCCN1C(=O)c2ccccc2C1=O)(NC(C)=O)c1nn[nH]n1 (stereo not drawn)
→ -2%, -1.9%, -1.1%, 0.8, i, -8%, 1%, -14%, -14%, 1.1
#28 COc1ccc(Cc2cc(-c3ccc(F)cc3)n[nH]c2=O)cc1
→ 4%, ., ., 0.3, i, -2%, 4%, ., ., .
#29 O=C(CSCc1ccccc1)N1CCN(c2ccc(F)cc2)CC1
→ -3%, -2.2%, -5.0%, 2.7, i, -7%, 6%, 6%, -2%, 1.1
#30 c1ccc(-c2n[nH]nc2-c2ccccc2)cc1
→ 7%, -2.3%, -1.7%, 6.7, i, -5%, 17%, 16%, 12%, 1

Exported tab-delimited: entries from further up.
nr	structure	P. falciparum M17LAP	CSM14.1 death rescue	XIAP antagonists	Myeloid diff MLP GFP+ MAC1+ %	Myeloid diff MLP	LYP phosphatase	P. falciparum M1AAP	PMI inhibitors	PMI inhibition	TNAP activation fold
20	C[N+]1(CC(=O)Nc2ccccc2Cl)CCN(C(=O)c2cccs2)CC1	-1%	0.3%	-7.1%	1.1	i	2%	10%	10%	15%	1.1
21	C=CCn1c(C)nnc1SCC(=O)N1CCN(S(=O)(=O)c2ccccc2)CC1	-3%	.	.	0.1	i	-5%	-8%	.	.	.
22	Cn1ncc(Br)c1C(=O)NC(=S)N1CCN(c2ccccn2)CC1	-5%	-1.7%	-4.1%	0.3	i	-6%	3%	7%	7%	1
23	CN(C(=O)CSc1nncc2ccccc12)C1CCCCC1	11%	-1.5%	-6.5%	0.5	i	0%	4%	-1%	8%	1.1
24	Cn1nnnc1SCc1nnc(-c2ccc(Cl)cc2)o1	-6%	-0.5%	-4.9%	1.0	i	-9%	4%	1%	-5%	1.1
25	COCCOc1cc(N(CC(=O)N(C)C)S(=O)(=O)c2ccccc2)c(Cl)cc1Cl	-5%	-0.7%	-2.9%	0.2	i	-6%	1%	6%	4%	1.1
26	CC(C)[N+](C)(CCOC(=O)C1c2ccccc2Oc2ccccc21)C(C)C	-5%	-0.7%	-0.2%	2.3	i	-6%	0%	-12%	-18%	1.1

Next section
Sequence of screens – P. falciparum M17LAP, CSM14.1 death rescue, XIAP antagonists, Myeloid diff MLP GFP+ MAC1+ %, Myeloid diff MLP, LYP phosphatase, P. falciparum M1AAP, PMI inhibitors, PMI inhibition, TNAP activation fold
#31 COc1ccccc1-c1ccc(SCC(=O)NCc2ccc3c(c2)OCO3)nn1
→ 12%, ., -3.6%, 0.2, i, -8%, 18%, 0%, 5%, 1
#32 Cc1cccc(C)c1Nc1nnc(SCC(=O)Nc2cc(S(=O)(=O)N3CCCCC3)ccc2Cl)s1
→ -13%, 1.0%, -4.5%, 0.4, i, -1%, -1%, 22%, 8%, 1.3
#33 O=C(O)C1CCCCC1C(=O)NCc1ccc(F)cc1 (stereo not drawn)
→ 21%, -3.6%, -7.0%, 1.3, i, 4%, -3%, 13%, 7%, 1.1
#34 COc1ccccc1Nc1nc(N)nc(CCl)n1
→ -15%, ., ., 0.9, i, -12%, 10%, ., ., .
#35 Cc1cccc(-n2nnc(C(=O)Nc3ccc(F)cc3)c2N)c1
→ 3%, -2.0%, -3.9%, 0.7, i, -5%, -3%, 14%, 6%, 1
#36 CCc1c(C)nc(SCC(N)=O)c(C#N)c1C
→ 46%, 3.7%, -6.4%, 1.3, i, 0%, 6%, 2%, 0%, 1.1
#37 CCOC(=O)c1nn(-c2cccc(OC)c2)c2nc(CC)c(C#N)c(=O)n12
→ -14%, 0.1%, -0.4%, 0.5, i, -5%, 4%, -4%, -3%, 1.1
#38 COc1ccccc1CNc1nc(-c2cc(C)n(C)c2C)cs1
→ 3%, 0.2%, 9.3%, 0.3, i, -4%, 7%, -50%, -28%, 1
#39 O=C(Nc1nc2ccccc2c(=O)s1)c1ccco1
→ 10%, ., ., 0.9, i, -11%, 2%, ., ., .
#40 CC(C)(C)n1nnnc1C(c1cccnc1)N(Cc1ccccc1)Cc1cccs1 (stereo not drawn)
→ -1%, -1.5%, 1.6%, 0.9, i, 8%, 5%, 14%, 6%, 1.1
#41 Cc1cccc2sc(NNC(=O)C3=COCCO3)nc12
→ 11%, 1.2%, 0.1%, 0.3, i, -4%, 0%, -2%, 0%, 2.6
#42 O=C(N/C(=C/c1cn(-c2ccccc2)nc1-c1ccccc1)C(=O)N1CCOCC1)c1ccc(Cl)cc1Cl
→ 2%, -0.8%, -3.1%, 0.6, i, -10%, 2%, -3%, -3%, 1.1
#43 c1ccc2c(c1)CCNC2c1ccncc1 (stereo not drawn)
→ 2%, ., ., 0.9, i, -5%, 10%, ., ., .
#44 O=C(O)c1ccc(CN2C(=O)c3ccccc3S2(=O)=O)cc1
→ 7%, -0.8%, -3.7%, 0.2, i, -3%, 6%, 1%, 9%, 1.1
#45 O=S(=O)(c1ccc2nc(-c3ccccc3)[nH]c2c1)N1CCN(c2cccc(Cl)c2)CC1
→ 2%, 8.2%, 1.4%, 0.1, i, -4%, 4%, -6%, -4%, 1.1
#46 CC1CC(c2ccccc2)n2nc(NC(=O)CCc3ccccc3)nc2N1 (stereo not drawn)
→ 20%, -1.0%, -2.9%, 0.8, i, -7%, 4%, 1%, 5%, 1.1
#47 Cc1cc(C(C)(C)C)oc1C(=O)N(CC(=O)NC1CCCC1)c1cccc(C(F)(F)F)c1
→ 10%, -1.3%, -3.7%, 1.4, i, 1%, 9%, 16%, 21%, 1.1
#48 COc1cccc(-c2cc(C(=O)Nc3ccc(OC)c(OC)c3)no2)c1
→ 3%, -0.6%, 1.6%, 1.0, i, -6%, 0%, 5%, 4%, 1.1
#49 O=C(COc1ccccc1-c1ccccc1)NNC(=O)NC1CCCCC1
→ 4%, 1.7%, 0.3%, 0.3, i, -4%, -5%, 5%, 4%, 1.6

Outcome played no part in choosing rows; about 2.7% have a hit in one of these screens.
